Assay outcomes deposited in PubChem by several laboratories.
CAL PDZ FP-1: blocks peptide binding to the human CAL PDZ domain. AID 602252. purified CAL PDZ, TMR-peptide fluorescence polarization, 1 h. inhibition, % at 24.9 µM. Q9HD26. 300,000 compounds, 0.92% hits;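 active = mean inhibition of at least 30% with at least half of replicates also reaching 30%; inconclusive = no clear call, values can overlap the other calls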;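 note: 0% = DMSO neutral control and 100% = excess unlabeled competitor peptide PRC23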
MITF TRPM1 HTS: MITF TRPM1 promoter activation in melanoma cells | activation, % at 12.5 µM | AID 588334 | 300,000 compounds, 0.75% hits | SK-MEL-5 TRPM1-promoter luciferase, 24 h; % of positive control, neutral wells = 0;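 active = mean activation of at least 80% with every replicate also reaching 80%; inconclusive = mean reaches 80% but some replicate falls short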;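 note: 0% = neutral control wells and 100% = parthenolide positive control wells; values of inactives mirror those of a sister screen read the other way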
SR-BI DiI inh: blocks mouse SR-BI lipid uptake from DiI-HDL. ldlA[mSR-BI] CHO cells, DiI-HDL uptake fluorescence, 3 h. Q61009. inhibition, % at 12.5 µM. 320,000 compounds, 0.96% hits;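 active = mean replicate inhibition of at least 70% and a set share of replicates each scoring 70 or more; inconclusive = meets just one of the two criteria; inactive = fails both criteria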;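 note: 0% = median of neutral control wells and 100% = median of positive control wells; values of inactives mirror those of a sister screen read the other way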
Target sequence (Q61009 whole entry, looked up): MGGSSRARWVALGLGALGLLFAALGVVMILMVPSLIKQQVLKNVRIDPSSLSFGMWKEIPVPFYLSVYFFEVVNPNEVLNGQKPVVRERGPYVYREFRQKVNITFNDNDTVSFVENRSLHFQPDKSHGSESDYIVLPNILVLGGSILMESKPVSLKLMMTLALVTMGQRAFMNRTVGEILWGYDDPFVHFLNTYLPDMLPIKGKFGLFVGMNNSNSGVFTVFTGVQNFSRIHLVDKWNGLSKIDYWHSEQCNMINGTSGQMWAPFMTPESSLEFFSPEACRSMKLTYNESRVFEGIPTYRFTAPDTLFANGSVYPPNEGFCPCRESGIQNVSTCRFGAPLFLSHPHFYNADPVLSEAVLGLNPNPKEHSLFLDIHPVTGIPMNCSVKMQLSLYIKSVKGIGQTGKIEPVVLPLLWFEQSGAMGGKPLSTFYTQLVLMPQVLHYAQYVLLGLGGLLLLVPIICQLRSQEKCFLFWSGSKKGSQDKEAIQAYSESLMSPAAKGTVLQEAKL
Ecoli viability: reduces bacterial viability in AddAB counter-screen | inhibition, % at 11.9 µM | 330,000 compounds, 0.27% hits | E. coli V3065 growth, OD600 absorbance, 18 h;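 active = inhibition above the campaign's mean inhibition across all tested compounds plus 3 SD, cut at about 9.9% in these data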;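 note: uninfected addAB+ strain grown without phage in ampicillin broth; 0% = DMSO wells and 100% = ciprofloxacin 0.95 µg/ml wells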
Wnt act: Wnt/beta-catenin pathway activation | Wnt/beta-catenin reporter cell assay, activator, plate reader | activation, % at 9.35 µM | 300,000 compounds, 1.2% hits | AID 743398; in the data active = activation above about 30%, passing the limit was not always enough; inconclusive = no clear call, values can overlap the other calls;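 note: 0% = neutral control wells and 100% = positive control wells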
phage Ecoli inh: E. coli growth loss with phage present; 360,000 compounds, 0.26% hits; inhibition, % at 11.9 µM; AID 651602; growth absorbance; in the data active = inhibition above about 11%
AddAB inh: less growth of phage-infected E. coli with AddAB; 330,000 compounds, 0.29% hits; E. coli expressing H. pylori AddAB, absorbance growth; AID 435030; inhibition, % at 11.9 µM; in the data active = inhibition above about 12%;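 note: 0% = vehicle wells of infected cells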
CAL PDZ FP-2: blocks peptide binding to human CAL PDZ domain; Q9HD26; purified CAL PDZ, TMR-peptide fluorescence polarization, 1 h; inhibition, % at 20 µM; 330,000 compounds, 0.02% hits; AID 504414;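 active = highest replicate inhibition of at least 40%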;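 note: plate controls were DMSO neutral control wells for no effect and unlabeled competitor peptide control wells for full effect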
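Assay system – tagged CAL PDZ protein CerCALP, purified · Timing – 1 h at RT · Compound – single point, 20 µM · Measured by – fluorescence polarization from S- and P-plane intensities, G-factor corrected · Evaluation – inhibition from polarization loss · Probe or stimulus – TMR reporter peptide T*-PRC34 · Buffer or medium – pH 7.4 phosphate-saline buffer, reducing agent, detergent, IgG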
Tat export inh: blocks Tat-dependent protein export in E. coli; inhibition, % at 10 µM; 340,000 compounds, 0.036% hits; E. coli MC4100 TorA-mCherry Tat export, fluorescence; AID 488895;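 active = mean replicate inhibition at least 50% and at least half of replicates individually reaching 50%; inconclusive = only one of the two criteria met; inactive = neither criterion met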;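 note: exported cargo escapes ClpAP degradation while cytoplasmic cargo is degraded and loses fluorescence; 0% = median of neutral control wells and 100% = median of NaSCN control wells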
SR-BI DiI-HDL act: activators of SR-BI mediated HDL lipid uptake; CHO ldlA[mSR-BI] cells, DiI-HDL uptake fluorescence, 3 h; 100 = double the neutral-control signal; activation, % at 12.5 µM; 320,000 compounds, 0.096% hits; AID 504775;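 active = mean replicate activation of at least 60% and every replicate at or above 60%; inconclusive = mean or all-replicate condition met, but not both; inactive = mean below 60% and not all replicates reaching 60%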;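 note: 0% = median plate neutral-control signal and 100% = twice that signal; values of inactives mirror those of a sister screen read the other way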
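System: CHO ldlA[mSR-BI] cells / Medium: HEPES-buffered (25 mM, pH 7.4) F12 plus 0.5% BSA / Probe or stimulus: labelled HDL, 10 µg/mL / Doses: single compound concentration, delivered by pin transfer / Schedule: 3 h, 37 °C / Measured by: DiI fluorescence, bottom read / Measure: cell-associated DiI fluorescence as measure of HDL uptake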
Active calls of the source: *; u = inconclusive; x = not tested or not shown.

Each structure is followed by: CAL PDZ FP-1 | MITF TRPM1 HTS | SR-BI DiI inh | Ecoli viability | Wnt act | phage Ecoli inh | AddAB inh | CAL PDZ FP-2 | Tat export inh | SR-BI DiI-HDL act
1) O=C(O)C1Nc2c(O)cccc2C2C=CCC12 (centres undefined)
  -3.5 | 1.1 | 14.2 | 2.2 | -0.6 | 7.0 | 5.6 | 0.5 | -0.3 | -14.2
2) N#Cc1c(NC(=O)CCn2cnc3ccccc3c2=O)oc(-c2ccccc2)c1-c1ccccc1
  -5.9 | 1.5 | 41.4 | -0.2 | -2.2 | -2.9 | 3.0 | -0.6 | 3.6 | -41.4
3) O=C(CSc1nnc(-c2cccs2)n1Cc1ccco1)c1ccc2c(c1)OCO2
  -2.7 | 5.9 | 18.2 | 2.7 | x | 1.7 | 1.1 | -1.2 | 3.7 | -18.2
4) CCOc1nc(N(C)C)nc(-n2nnc(C(C)=O)c2C)n1
  0.4 | -0.2 | 21.8 | 0.7 | x | 2.4 | 2.9 | 0.0 | 4.2 | -21.8
5) CCOC(=O)C[N+](C)(C)CCOC1CC2CCC1(C)C2(C)C (centres undefined)
  -0.7 | 7.0 | -4.6 | -0.2 | -3.0 | 4.0 | -1.7 | -1.7 | 4.2 | 4.6
6) COc1ccc(OC)c(CC(NC(C)=O)C(=O)NC2CCN(c3c(Cc4ccccc4)c(C)nc4ncnn34)CC2)c1 (centres undefined)
  0.4 | 11.0 | -6.2 | -0.3 | -5.8 | 1.2 | 1.0 | -2.1 | -4.4 | 6.2
7) N#CC(c1nc2ccccc2nc1OCCO)S(=O)(=O)c1ccccc1 (centres undefined)
  -0.9 | 4.1 | x | -1.7 | -1.5 | 1.9 | 1.5 | -1.0 | 3.0 | x
8) CC(OC(=O)CCc1nc2ccccc2c(=O)[nH]1)C(=O)Nc1cccc(C(F)(F)F)c1 (centres undefined)
  -3.5 | 3.5 | -6.7 | 0.2 | 2.7 | 2.9 | -1.8 | -0.1 | 3.9 | 6.7
9) O=C(CN1CCCN(Cc2ccc(F)cc2Cl)C1=O)NCc1ccccc1
  -0.2 | 6.9 | x | -2.7 | x | 2.3 | -3.4 | 0.0 | 0.3 | x
10) COC(=O)CCCC(=O)NC1CCCc2c1cnn2-c1ccc(F)cc1F (centres undefined)
  -1.4 | -7.6 | 2.4 | -1.8 | -0.9 | 0.0 | -1.9 | -0.5 | -0.9 | -2.4
11) O=C1CCCC2=C1C(c1ccc(O)c(O)c1)Nc1ccc3ncccc3c12 (centres undefined)
  4.7 | -9.3 | -24.1 | 1.4 | -0.2 | 2.4 | 1.1 | -15.1 | 6.4 | 24.1
12) CCN1C(=O)CCN(C2CCCC2)c2nc(Nc3ccc(C(=O)NC4CCN(C)CC4)cc3OC)ncc21
  6.9 | -74.4 | -15.2 | x | u | 3.8 | x | 1.6 | 11.9 | 15.2
13) O=C(Cc1ccc(NC(=O)C2CCCN(C(=O)C3CCC3)C2)cc1)Nc1cccc(C(=O)N2CCCC2)c1 (centres undefined)
  -5.3 | -15.9 | 54.4 | x | -1.1 | 1.2 | x | 0.0 | -2.5 | -54.4
14) CCOC(=O)c1cnn(Cc2ccccc2Cl)c1N
  x | -5.8 | -0.4 | -0.6 | x | 0.3 | 0.7 | -1.7 | -0.6 | 0.4
15) O=C1CC(C(=O)Nc2ccc(C(=O)O)cc2)C(c2ccccc2)O1 (centres undefined)
  -0.7 | -5.5 | -17.6 | 0.7 | 3.3 | 1.5 | 2.6 | 1.1 | -20.7 | 17.6
16) CCCS(=O)(=O)c1csc(C(=O)OC)c1N
  x | x | x | -2.3 | 3.7 | -0.8 | 0.6 | x | x | x
17) Cc1cccc(NC(=O)c2nc[nH]c2C(=O)NCCCCCNC(=O)OC(C)(C)C)c1
  -1.3 | -15.4 | 1.2 | -2.7 | -5.9 | 2.0 | -2.9 | -0.1 | 16.0 | -10.0
18) COc1ccc(OC)c(S(=O)(=O)N2CCCC(C(=O)NC3CC3)C2)c1 (centres undefined)
  x | -5.0 | -18.4 | x | -1.5 | -1.9 | x | 0.4 | 1.0 | 18.4
19) COCCNC(=O)/C(C#N)=C/c1c(N2CCN(c3ccccc3)CC2)nc2c(C)cccn2c1=O
  -3.9 | -9.9 | x | 0.5 | -0.2 | 3.1 | 1.2 | -2.1 | 10.3 | x
20) COc1ccc(NC(=O)COC(=O)C(CC(C)C)N2C(=O)C3CC=CCC3C2=O)cc1Cl (centres undefined)
  -2.0 | 7.1 | -19.5 | 0.8 | 0.1 | 2.7 | 0.0 | -0.8 | 4.0 | 19.5
21) COc1ccc(NC(=O)Nc2cc(C)ccc2F)cc1
  -0.7 | 100.7* | 5.0 | 1.2 | 28.7 | 0.3 | 0.8 | -2.3 | -1.3 | -5.0
22) Nc1nnc(CC(=O)NCc2ccccc2)s1
  -4.9 | 19.7 | -1.1 | 0.8 | x | 0.7 | -1.1 | x | 6.9 | 1.1
23) Cc1oc2c(c1C(=O)NCCO)CCCC2
  -2.2 | 3.4 | 5.4 | 3.4 | x | 0.2 | 1.9 | -0.8 | -1.6 | -5.4
24) Cc1cc(NC(=O)COc2c(C)cccc2C)no1
  -2.7 | -6.3 | -6.1 | 1.5 | -3.3 | 2.2 | -0.7 | -0.2 | -11.4 | 6.1
25) Cc1ccnc(NS(=O)(=O)c2ccc(NC(=O)c3cc(-c4ccc(Br)cc4)nc4ccccc34)cc2)n1
  -5.0 | 10.5 | 18.0 | -3.4 | -1.9 | 1.0 | -0.9 | 1.1 | 1.0 | -18.0
26) CCOC(=O)c1c(C)nc2sc(C(=O)Nc3ccc(OC)cc3)c(N)c2c1-c1ccc(OC)cc1
  -2.4 | -33.8 | 26.0 | 1.4 | -5.1 | 4.2 | 0.8 | -1.0 | -0.1 | -26.0
27) O=C(c1ccco1)N1CCC(c2nc3c(nnn3Cc3ccc(F)cc3)c(=O)[nH]2)CC1
  -2.2 | 2.5 | -19.4 | -2.3 | -6.2 | 0.9 | 0.6 | -2.7 | -2.1 | 19.4
28) COc1cccc2cc(/C(C)=N/NC(=O)c3ccco3)oc12
  x | 17.7 | 7.8 | 1.7 | -0.1 | -59.0 | -0.2 | -2.0 | -5.7 | -7.8
29) COC(=O)CN1C(=O)COc2ccc(S(=O)(=O)N3CCOCC3)cc21
  14.0 | -6.9 | -3.6 | 2.5 | 1.9 | 1.1 | 0.9 | -2.1 | -7.1 | 3.6
30) O=S(=O)(Nc1cccnc1Cl)c1ccc(F)cc1
  -1.4 | 7.6 | x | 0.9 | -3.2 | 1.2 | 2.3 | -1.6 | -2.0 | x

Next records follow.
Each structure is followed by: CAL PDZ FP-1 | MITF TRPM1 HTS | SR-BI DiI inh | Ecoli viability | Wnt act | phage Ecoli inh | AddAB inh | CAL PDZ FP-2 | Tat export inh | SR-BI DiI-HDL act
31) COc1cc(S(=O)(=O)N2CCN(C(=O)c3ccccc3)CC2)c(OC)cc1Br
  -3.8 | 6.8 | 0.1 | 1.7 | -0.7 | 2.2 | 1.3 | -0.7 | -5.1 | -0.1
32) CCOC(=O)c1nn(-c2ccc(Cl)cc2)c2nnc(Cc3ccccc3)c(=O)n12
  -4.0 | 16.9 | -20.0 | 1.5 | u | 2.5 | 0.4 | -4.1 | -0.4 | 20.0
33) O=C1CC(NS(=O)(=O)c2ccc3ccccc3c2)CN1c1ccccc1 (centres undefined)
  -1.2 | 4.1 | -22.8 | -1.8 | -1.8 | 3.5 | 1.5 | -3.7 | -4.4 | 22.8
34) CCCCC(CC)CNC(=O)c1cc2ccccc2c(=O)o1 (centres undefined)
  -0.4 | -7.5 | 10.2 | -0.7 | -0.8 | 4.4 | -1.2 | -1.1 | -8.2 | -10.2
35) COc1ccc(NC(=O)C(F)(F)F)cc1OC
  0.8 | 1.1 | 77.8* | 2.2 | -5.4 | 2.3 | 1.1 | -0.1 | -4.2 | -77.8
36) Cc1onc(-c2ccccc2Cl)c1C(=O)NCc1ccc(F)cc1
  -1.1 | 3.2 | -12.5 | 1.2 | 1.0 | -1.8 | -1.0 | -0.9 | -0.3 | 12.5
37) COc1cccc(C(=O)Nc2ccc(F)cc2F)c1
  0.0 | x | -2.3 | 0.0 | u | 1.7 | 5.1 | -3.4 | 0.0 | 2.3
38) c1ccc(OCc2noc(CN3CCC(C4CCCCC4)C3)n2)cc1 (centres undefined)
  -2.4 | 11.9 | 11.0 | -2.6 | -1.2 | 4.2 | 0.5 | -1.7 | -6.3 | -11.0
39) Cc1cc(OCc2ccc(C(=O)n3cccn3)o2)ccc1Cl
  2.2 | 11.0 | -12.9 | -3.2 | 46.8* | 1.6 | 1.6 | -0.8 | -1.1 | 12.9
40) Cc1ccc(C(=O)Nc2nc3ccc(S(C)(=O)=O)cc3s2)o1
  -7.7 | x | -94.9 | -1.3 | 53.3* | 2.9 | 0.0 | x | -2.3 | 94.9*
41) COc1ccc(C2=NOC(Cn3nc(C(=O)NCc4ccc5c(c4)OCO5)cc3-c3ccccc3)C2)cc1 (centres undefined)
  -5.3 | 2.5 | 32.4 | 1.0 | -2.5 | 1.3 | 3.6 | -0.3 | -1.0 | -32.4
42) CC(C)(C)OC(=O)CNC(=O)c1nc[nH]c1C(=O)N1CCN(c2ccccc2)CC1
  -3.5 | 10.1 | -18.2 | -2.8 | -0.3 | 1.4 | -3.5 | 1.1 | 2.1 | 18.2
43) COc1ccc(C/C(N)=N/n2cnnc2)cc1Cl
  -3.3 | 6.3 | -16.2 | -0.5 | x | 1.4 | 4.0 | 0.2 | 18.6 | 16.2
44) CCCCn1c(N)c(N(CC(C)C)C(=O)C2CCN(S(=O)(=O)c3ccc(OCC)cc3)CC2)c(=O)[nH]c1=O
  -3.0 | -3.0 | 4.6 | 2.4 | -4.3 | 0.9 | 1.2 | -2.7 | -1.9 | -4.6
45) O=C(Cc1c(F)cccc1Cl)Nc1ccc(S(=O)(=O)Nc2nccs2)cc1
  -1.2 | -9.0 | -1.3 | -3.5 | -0.8 | 2.3 | 2.3 | -2.1 | 5.8 | 1.3
46) O=C(NC1(C(F)(F)F)C(=O)Nc2c1c(=O)[nH]c(=O)n2-c1ccccc1)c1ccncc1 (centres undefined)
  -4.2 | x | 7.4 | -0.2 | x | 1.5 | 0.2 | -1.4 | -6.9 | -7.4
47) CCN(CC)C(=O)Cn1cc(S(=O)(=O)CC(=O)N2CCCCCC2)c2ccccc21
  3.4 | 6.7 | -4.8 | 1.8 | 1.6 | 3.2 | 1.5 | -0.3 | -0.8 | 4.8
